# FBW7 activator – activators of human E3 ligase FBW7 | AlphaScreen FBW7–phospho-cyclin E peptide binding, activator screen | Q969H0 | AID 1259310 | normalized activity (activation), % at 26.1 µM | actives 0.13% (n = 650,000); in the data active = normalized activity above about 1.9%;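 also: purified mutant Fbw7 with reduced substrate affinity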
# GPR151 ag – activates the human receptor GPR151; AID 1508602; PathHunter beta-arrestin GPR151 cells, luminescence; activation, % at 11.2 µM; actives 1% (n = 650,000); Q8TDV0; in the data active = activation above about 4.9%;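 also: 0% = median of compound wells and 100% = cells with positive control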
# Target sequence (Q8TDV0 whole entry, looked up): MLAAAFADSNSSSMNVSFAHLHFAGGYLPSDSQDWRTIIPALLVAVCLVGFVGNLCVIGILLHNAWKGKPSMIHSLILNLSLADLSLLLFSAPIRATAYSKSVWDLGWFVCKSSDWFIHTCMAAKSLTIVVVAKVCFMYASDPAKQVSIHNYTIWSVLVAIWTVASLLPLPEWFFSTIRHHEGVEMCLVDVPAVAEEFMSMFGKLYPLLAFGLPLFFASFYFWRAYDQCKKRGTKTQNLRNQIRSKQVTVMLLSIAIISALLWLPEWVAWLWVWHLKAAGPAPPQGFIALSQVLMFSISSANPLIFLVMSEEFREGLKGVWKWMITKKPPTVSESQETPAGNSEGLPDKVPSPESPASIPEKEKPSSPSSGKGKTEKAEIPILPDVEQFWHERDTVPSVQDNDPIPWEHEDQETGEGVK
# TEAD-YAP block – TEAD-YAP interaction inhibition. HEK-TIYL cells, TEAD-Gal4/YAP UAS-luciferase luminescence. inhibition, % at 9.12 µM. actives 1.4% (n = 640,000). AID 1259422; in the data active = inhibition above about 32%;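 also: 0% = median of test compound wells and 100% = reference inhibitor wells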
# MITF primary – blocks human microphthalmia-associated transcription factor; O75030; AlphaScreen MITF homodimerization, bead proximity signal; inhibition, % at 2.6 µM; actives 0.91% (n = 650,000); AID 1259374; in the data active = inhibition above about 50%;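 also: 0% = vehicle wells with protein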
# Target sequence (O75030 whole entry, looked up): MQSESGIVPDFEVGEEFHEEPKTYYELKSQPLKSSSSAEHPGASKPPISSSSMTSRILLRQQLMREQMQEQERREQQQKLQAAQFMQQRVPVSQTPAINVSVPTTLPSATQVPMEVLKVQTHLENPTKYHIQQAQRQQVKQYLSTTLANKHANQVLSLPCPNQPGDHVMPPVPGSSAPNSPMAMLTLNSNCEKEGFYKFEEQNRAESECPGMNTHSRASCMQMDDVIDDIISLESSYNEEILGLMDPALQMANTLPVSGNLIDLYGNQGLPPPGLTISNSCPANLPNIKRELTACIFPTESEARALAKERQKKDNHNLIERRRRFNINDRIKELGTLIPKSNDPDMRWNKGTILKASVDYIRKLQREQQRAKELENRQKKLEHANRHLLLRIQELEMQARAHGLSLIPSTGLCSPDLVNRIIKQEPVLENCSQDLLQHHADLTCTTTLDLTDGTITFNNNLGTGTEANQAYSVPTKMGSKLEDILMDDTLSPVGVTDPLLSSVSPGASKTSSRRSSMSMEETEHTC
# Active calls of the source: *; nt = no result given. Compounds were not picked by outcome. About 3.5% of those tested had a hit in this group.
SMILES,FBW7 activator,GPR151 ag,TEAD-YAP block,MITF primary
COc1ccc(/C=C2\N=C(c3cccc(Br)c3)OC2=O)c(OC)c1OC,-0.1,0.3,10.5,14.5
COc1ccc(-n2c(=O)c3c4c(sc3n3cnnc23)CC(C)CC4)cc1 (centres undefined),0.3,-0.8,6.3,10.1
COc1ccc(OC)c(/C=C2\N=C(c3ccc(C)cc3)OC2=O)c1,0.5,-1.2,1.0,12.5
CCc1c(C)sc(NC(=O)[C@H]2C[C@@H](c3ccco3)NS(=O)(=O)N2C)c1C#N,0.0,0.7,6.2,2.2
O=c1/c(=C/c2cccc([N+](=O)[O-])c2)sc2n1CN(c1ccccc1)CN=2,0.2,1.3,0.7,-7.2
O=S(=O)(NCCCc1ccccc1)c1ccc(F)cc1,0.3,0.3,-8.2,14.2
O=C(CSCC(=O)Nc1ccccc1-c1ccccc1)Nc1ccccc1,-0.1,0.9,-12.2,-3.0
CC1=C(C(=O)OCCOc2ccccc2)C(c2ccc3c(c2)OCO3)NC(=O)N1 (centres undefined),-0.2,-0.3,-0.2,-6.3
Fc1ccccc1CNCc1ccccc1,0.1,0.1,1.6,3.9
Cc1ccc(-c2nc3ccccc3c(=O)n2CCCn2ccnc2)cc1,-0.3,0.8,13.4,4.7
CCOC(=O)c1ccc(-n2c(SCC(=O)C(C)(C)C)nc3c(sc(=S)n3-c3cccc(OC)c3)c2=O)cc1,0.0,-0.8,0.7,2.3
CCOc1ccc(-c2ccc(/C=C3/C(=N)N4C=CSC4=NC3=O)o2)c([N+](=O)[O-])c1,0.1,1.1,3.2,8.2
O=S(=O)(Nc1nccnc1-c1ccc(CO)cc1)c1ccccc1C(F)(F)F,-0.1,0.3,-2.6,18.3
COc1cccc(/C=C2N=C(/C=C/c3ccccc3)OC/2=O)c1OC,-0.1,0.7,0.3,1.8
COc1ccc(NC(=O)C2=C(C)NC(=O)NC2c2ccc(Br)cc2)cc1 (centres undefined),0.1,-0.1,8.8,10.2
COc1cccc2cc(-c3nc(-c4ccc5c(c4)OCO5)cs3)c(=O)oc12,0.2,0.6,-4.9,15.2
Cc1cc(C)cc(NC(=O)CSc2cccc[n+]2[O-])c1,0.6,-0.7,0.1,13.1
CCOC(=O)c1ccc(NC(=S)N2CCN(CCNC3=CC(=O)CC(C)(C)C3)CC2)cc1,0.6,2.3,-9.4,16.1
COc1ccc(/C=c2/sc3n(c2=O)C(c2ccc(C)o2)C(C(=O)Nc2ccccc2)=C(C)N=3)cc1 (centres undefined),-0.1,0.0,2.8,6.0
C/C(=C/c1ccccc1)C(=O)Nc1ccccc1C(N)=O,0.1,-0.2,-47.5,14.0
COc1cccc(NC(=O)c2ccc(C)c(Br)c2)c1,0.3,-3.4,-51.6,-1.6
COCc1nnc(NC(=O)CCN2C(=O)c3ccccc3C2=O)s1,0.1,0.3,-9.3,17.9
Cc1ccc2c(c1)c(=O)c1ccccc1n2CC(=O)Oc1ccc(F)cc1,0.0,1.0,0.3,-13.6
NS(=O)(=O)c1ccc(CCNC(=O)c2ccc(F)cc2)cc1,0.1,0.2,2.9,1.4
Cc1ccc(NCCNC(=O)/C=C/c2ccco2)nn1,0.0,0.3,9.5,-10.9

# Entries of single compounds, looked up by structure.
# `COc1cccc2cc(-c3nc(-c4ccc5c(c4)OCO5)cs3)c(=O)oc12` is entered as FBW7 activator = 0.2; GPR151 ag = 0.6; TEAD-YAP block = -4.9; MITF primary = 15.2
# `O=c1/c(=C/c2cccc([N+](=O)[O-])c2)sc2n1CN(c1ccccc1)CN=2` is entered as FBW7 activator = 0.2; GPR151 ag = 1.3; TEAD-YAP block = 0.7; MITF primary = -7.2
# `C/C(=C/c1ccccc1)C(=O)Nc1ccccc1C(N)=O` is entered as FBW7 activator = 0.1; GPR151 ag = -0.2; TEAD-YAP block = -47.5; MITF primary = 14.0

# Other records:
SMILES,FBW7 activator,GPR151 ag,TEAD-YAP block,MITF primary
O=C(NCc1cccnc1)c1cnc(Nc2cnccn2)s1,-0.2,1.3,-6.8,28.0
CC1=C(C(=O)Nc2ccccc2)C(c2ccc(C)o2)n2c(s/c(=C/c3ccccc3)c2=O)=N1 (centres undefined),0.0,1.7,-2.1,-5.6
O=C(N/N=C/c1ccc(O)c(I)c1)c1cccc([N+](=O)[O-])c1,-0.1,-0.6,2.3,7.3
O=[N+]([O-])c1cccc(-c2noc(CSC3=NCCN3)n2)c1,0.1,1.8,0.6,4.1
CC(=O)N1CCN(Cc2ccc3c(c2)CN(C(=O)c2cc(CC(C)C)[nH]n2)CCO3)CC1,-0.1,-0.4,-6.3,5.5
CCCn1c(SCC(=O)Nc2ccc(NC(C)=O)cc2)nnc1-c1ccccn1,0.1,-1.0,8.9,-1.5
CC(=O)OC[C@@]1(O)CC23CC[C@@H]4c5ccoc5CC[C@@]4(C)[C@@H]2CC[C@@H]1C3,-0.1,1.5,3.5,5.6
Cc1c(O)ccc(C(=O)CN2C(=O)c3ccccc3C2=O)c1O,0.8,-0.6,12.2,11.1
Cc1ccnc(N2CCC(C(=O)NCC(N)=O)CC2)n1,0.1,0.0,-5.3,5.4
Cc1nc2c(c(C)c1CCC(=O)NCC1CCN(C3CCCC3)C1)c(=O)n(C)c(=O)n2C (centres undefined),-0.2,-0.4,-7.0,-8.4
N#C/C(=C\c1ccccc1)C(=O)Nc1ccccc1Br,0.1,1.1,3.9,6.2
COC(=O)c1ccc(Cn2nc(C)c(Br)c2C)o1,0.1,2.4,-10.3,9.6
CC(C)(C)CC(C)(C)NC(=S)NC(=O)c1ccco1,0.0,2.0,10.2,-1.9
O=C1NC(=O)C(Cc2ccccc2)(C2CCN(C(=O)Cc3ccsc3)CC2)N1 (centres undefined),-0.1,-0.3,0.8,-7.8
O=C(OCC(=O)N1CCc2ccccc2C1)c1cc(=O)c2ccccc2o1,0.0,1.6,4.5,14.3
C=CCNC(=O)c1c(C)nc2c(C)cccn12,0.2,0.2,2.8,13.4
CC1=C(C(=O)Nc2ccccc2)C(c2ccc(F)cc2)n2c(s/c(=C\c3ccc(C(C)C)cc3)c2=O)=N1 (centres undefined),-0.1,1.4,-10.7,-0.8
Cc1ccc(C(=O)Nc2ccc(I)cc2)cc1[N+](=O)[O-],0.0,0.4,-54.0,-4.0
Nc1cccc2c1C(=O)N(C(=O)c1ccc(Cl)c(Cl)c1)C2=O,0.0,0.2,-6.1,-13.3
CS(=O)(=O)C1Cc2ccccc2CN1C(=O)Nc1cccc(Cl)c1 (centres undefined),-0.1,-0.5,3.8,-12.5
O=C(COC(=O)c1cc(Cl)ccc1[N+](=O)[O-])Nc1ccccc1OC(F)F,0.1,-1.0,-0.8,9.3
CCN(CC)c1ccc(/C=C2\N=C(c3ccc(C)c([N+](=O)[O-])c3)OC2=O)cc1,-0.1,-1.0,9.4,-5.7
Cc1ccc(-c2cnc(NC(C)c3ccccc3)nc2)cc1 (centres undefined),0.0,0.5,-33.0,8.9
Cc1ccc(CNC(=O)CNC(=S)N(Cc2cccs2)C2CCCC2)cc1,0.0,2.4,5.7,8.8
CC1=C(C(=O)OC2CCCCC2)C(c2cc3c(cc2[N+](=O)[O-])OCO3)C2=C(CC(C)(C)CC2=O)N1 (centres undefined),-0.9,0.7,8.4,15.4

# Ordered by length of the SMILES (high to low): three of the compounds above
SMILES,FBW7 activator,GPR151 ag,TEAD-YAP block,MITF primary
CCOc1ccc(-c2ccc(/C=C3/C(=N)N4C=CSC4=NC3=O)o2)c([N+](=O)[O-])c1,0.1,1.1,3.2,8.2
CC(C)(C)CC(C)(C)NC(=S)NC(=O)c1ccco1,0.0,2.0,10.2,-1.9
Cc1ccnc(N2CCC(C(=O)NCC(N)=O)CC2)n1,0.1,0.0,-5.3,5.4

# Going on with the list:
SMILES,FBW7 activator,GPR151 ag,TEAD-YAP block,MITF primary
CCn1c(=O)c2c(nc3n(-c4cccc(Cl)c4)c(C)cn23)n(C)c1=O,0.2,-1.4,1.2,11.9
CC(C)CCn1c(SCC(=O)c2ccc(Cl)c(Cl)c2)nc2ccsc2c1=O,-0.1,-0.8,-5.8,0.1
CCc1ccc(C2=NN(CCC(=O)NCc3cccnc3)C(=O)CC2)cc1,-0.2,-1.0,0.6,1.1
Cc1ccsc1C1C2=C(CC(C)(C)CC2=O)OC2=C1C(=O)CC(C)(C)C2,0.0,-0.6,2.8,5.7
COc1ccccc1NC(=O)c1c(NC(=O)c2cc(C)on2)sc(C)c1C,0.2,0.3,0.6,18.7
CC(NC(=O)c1ccc(Cn2c(=S)[nH]c3ccsc3c2=O)cc1)c1ccccc1 (centres undefined),0.1,-1.0,-4.0,6.4
O=C(N/N=C/c1ccccc1O)c1cc[n+]([O-])cc1,0.3,1.6,10.6,1.6
Cc1cc([N+](=O)[O-])ccc1N1CCN(S(=O)(=O)c2ccc(F)cc2)CC1,0.0,1.1,9.8,15.1
CC1CCN(C(=S)Nc2ccccc2Br)CC1,-0.1,-1.1,-8.1,-5.7
CC(=O)c1ccc(NC(=O)c2ccc3c(c2)C(=O)N(c2ccc(C)c(C)c2)C3=O)cc1,0.0,-0.5,-8.3,5.1
O=C(O)C(C(=O)/C=C/c1ccccc1)=C1SCCS1,-0.1,0.9,-33.8,7.2
C=CCn1c(SCC(=O)NCCCN2CCOCC2)nc2sc3c(c2c1=O)CCCC3,-0.1,-0.8,6.4,1.1
CC1CCC(NS(=O)(=O)c2csc(C(N)=O)c2)CC1 (centres undefined),0.3,3.3,-16.0,-5.4
CSc1cccc(NS(=O)(=O)c2cc(Br)cnc2N)c1,0.0,-1.7,5.3,-5.9
Cc1ccc(NC(=O)CSC2=C(C#N)C(c3cccs3)CC(=O)N2)cc1Cl (centres undefined),0.2,0.8,2.1,2.2
OCc1c(OCc2ccccc2F)ccc2ccccc12,0.1,0.9,-60.4,7.6
COc1ccc([C@@H](C)NC(=O)CCc2nnc(-c3cc(C)on3)o2)cc1,-0.1,-0.9,10.6,6.2
Cc1ccccc1C1(c2ccccc2C)CC1C(=O)Nc1ccc(Br)cc1 (centres undefined),-0.1,1.2,0.4,-3.2
O=C(Nc1cccc(NC(=O)c2cccc(F)c2)c1)c1ccccc1,0.0,0.7,-2.9,4.5
COc1ccc2c3c(cccc13)N(C(C)=O)N=C2C,-0.3,0.3,4.6,5.1
O=C(CN1CCCCC1)Nc1c2c(nc3c1CCC3)CCCC2,-0.1,0.9,5.1,71.3*
CC1CC(C)(C)N(C(=O)CNC2CCCCC2)c2ccccc21 (centres undefined),-0.1,-0.3,7.2,5.5
Cc1ccc(NC(=O)Cn2cc([N+](=O)[O-])cn2)cc1Cl,0.0,0.8,-1.0,-1.7
COC(=O)c1ccccc1S(=O)(=O)N1CCCC(c2ccn[nH]2)C1 (centres undefined),0.0,-1.3,-1.7,9.8
Cc1nc(Sc2nc(C)nc3sc4c(c23)CCC4)c2c3c(sc2n1)CCC3,-0.2,-0.8,-27.9,-0.1
SMILES,FBW7 activator,GPR151 ag,TEAD-YAP block,MITF primary
CCc1ccc(NC(=O)c2cc3ccccc3oc2=O)cc1,0.3,-1.2,-36.3,13.3
Cc1c(C(=O)N2CCCCC2)sc(NC(=O)Cc2cccs2)c1C#N,0.2,-1.3,-5.3,8.5
Cc1ccc(S(=O)(=O)NCC(c2cccs2)N2CCc3ccccc3C2)cc1 (centres undefined),0.0,0.1,-17.6,-6.7
CCSc1sc(CC)cc1C1C(C(=O)Nc2cc(C)ccn2)=C(C)NC2=C1C(=O)CCC2 (centres undefined),0.1,-0.3,9.3,2.2
CCCSC1=C(C#N)C(c2cc(Br)c(O)c(OC)c2)CC(=O)N1 (centres undefined),0.0,-0.6,-14.4,24.0
CCC1(C)OC(=O)N(CCc2c(C)[nH]c3c(Cl)cccc23)C1(C)O (centres undefined),-0.1,0.4,-16.9,2.3
COc1ccccc1-c1cc(C(F)(F)F)n2ncc(C(=O)O)c2n1,0.0,0.5,5.2,6.4
Cn1ccnc1C1(O)CCN(C(=O)c2ccc(F)cc2F)CC1,0.7,0.2,-2.6,-7.8
CCOC(=O)c1nnn(-c2nonc2N)c1CN1CCSCC1,0.1,0.7,-0.8,-10.8
O=C(CSC1=NS(=O)(=O)c2ccccc21)Nc1ccc(Br)cc1,-0.1,-0.5,4.6,-18.6
O=C(NCCNC1CCN(Cc2ccccc2)CC1)c1cccs1,0.1,-0.1,3.1,31.9
COc1ccc(-c2nnn(CC(=O)NCCC(C)C)n2)cc1OC,0.0,1.1,2.6,10.3
Cc1occc1C(=O)Nc1cccc([N+](=O)[O-])c1C,0.2,0.6,6.0,15.7
CC(C)CNC(=O)C(=O)NCC1COc2ccccc2O1 (centres undefined),0.3,3.2,5.5,22.5
CC(=O)N(Cc1cccnc1)Cc1cc2ccccc2[nH]c1=O,-0.2,-0.3,-2.1,-15.1
CCCCC[C@H](O)/C=C/[C@H]1C(=O)C[C@H](O)[C@@H]1C/C=C\CCCC(=O)NC(CO)CO,nt,3.2,nt,-8.0
O=C(NCCO)C1CCN(c2ccc(N3CCCC3CO)nn2)CC1 (centres undefined),0.0,1.8,7.7,-0.7
O=C(O)CCNc1nc(F)cc(=O)[nH]1,0.1,1.4,4.7,16.2
Cc1cc(/C=C(/C#N)c2cccc(F)c2)c(C)n1-c1ccc(S(N)(=O)=O)cc1,0.0,1.0,18.4,16.1

# High-throughput results: PubChem BioAssay, The Scripps Research Institute Molecular Screening Center
